NCI-60 one-dose screen, 48 h, at 10 µM unless noted. Numbers give growth in % (100 = growth as untreated, 0 = no growth, -100 = all killed).
MCF7 = MCF7 breast cancer; hit rate 6.3% among 82,000
MDA-MB-468 = MDA-MB-468 breast cancer | hit rate 8.5% among 78,000
HS 578T = HS 578T breast cancer; hit rate 4.1% among 78,000; AID 1794788
T-47D = T-47D breast cancer; AID 1794792; hit rate 5% among 79,000
MDA-MB-231 = MDA-MB-231 breast cancer; hit rate 5% among 81,000; AID 1794789
BT-549 = BT-549 breast cancer; hit rate 4.4% among 78,000
SK-MEL-28 = SK-MEL-28 melanoma; hit rate 4.1% among 81,000; AID 1794761
LOX IMVI = LOX IMVI melanoma; hit rate 7.4% among 79,000
* = called active by the depositor; . = not tested or not shown; & = joins results of further samples. The calls were made as follows: active = growth percent below 10; inactive = the rest.

SMILES	MCF7	MDA-MB-468	HS 578T	T-47D	MDA-MB-231	BT-549	SK-MEL-28	LOX IMVI
Cc1ccc(C2CC(c3ccccc3)=NN2C(=O)c2ccc(S(C)(=O)=O)cc2)cc1 (stereo not drawn)	89	85	99	84	95	92	109	94
CC(C)(C)n1cc(-c2ccnc(NCCNS(=O)(=O)c3cccc(F)c3)c2)c(-c2cccc(F)c2)n1	70	.	99	41	80	84	92	89
CCCCCCCCCCC(CCc1ccccc1)CSCC(CCCCCCCCCC)CCc1ccccc1 (stereo not drawn)	102	90	99	96	118	112	109	108
COc1ccc(-n2nnc3c(sc4ncc(Br)cc43)c2=O)cc1	88	83	.	86	106	104	108	.
CCN(CC)CCNc1ncnc2c1cnn2-c1ccc(Cl)cc1	75	58	78	65	61	95	-40*	60
CC(=O)C(C)(CCC(=O)O)CCC(=O)O	92	95	96	105	108	110	112	98
Cc1ccc2nc(-c3ccc(-c4nnc(SCC(=O)Nc5ccc(C(=O)/C=C/c6ccccc6)cc5)o4)cc3)[nH]c2c1	89	104	109	112	100	101	109	84
COc1cc(/C=N/Nc2ncc(-c3cc4cc5c(cc4o3)OCO5)s2)cc(OC)c1OC	53	25	90	46	47	15	61	36
N=C(N)c1ccc(-c2ccc(-c3ccc(Cl)cc3)o2)nc1	-81*	-89*	-57*	-75*	-90*	-88*	-94*	-90*
O=C(Cn1nc(N2CCCCC2)ccc1=O)N1CCOCC1	89	98	115	.	95	105	108	97
Cc1ccc2cccc(N)c2n1	100	97	105	89	80	102	118	88
CC(=O)OCC1O[C@@H](OC(C)=O)[C@@H](NC(=O)NS(=O)(=O)c2ccccc2Cl)C(OC(C)=O)[C@@H]1OC(C)=O (stereo partly drawn)	93	103	113	.	115	107	106	97
CN(C)Cc1ccc(C(=O)Nc2ccc3ncnc(Nc4ccc(Oc5cccc(F)c5)c(Cl)c4)c3c2)cc1	-62*	-63*	-12*	10	-74*	80	-89*	-96*
c1ccc(Cn2cnc3ccc(-c4nc(-c5cccc6ccccc56)cn5ccnc45)cc32)cc1	71	104	94	26	71	102	114	84
CCCN1CCN(CCCO)CC1C (stereo not drawn)	108	104	113	96	89	114	102	.
O=C(/C=C/c1ccc2c(c1)OCO2)c1c(O)c2ccccc2oc1=O	89	133	.	89	103	96	112	95
Clc1cc(Cl)c2ccc3c(Cl)cc(Cl)c4ccc1c2c43	99	104	97	101	97	89	115	85
O=C1C2CCCN2C(=O)c2ccccc2N1Cc1cn(-c2ccccc2Cl)nn1 (stereo not drawn)	99	109	94	109	109	115	106	99
CCCCCCC1OCC(CC)C(CCC)O1 (stereo not drawn)	102	109	100	107	111	.	109	109
N/C(=N\c1nc2ccccc2s1)NC(=O)NCc1ccccc1	50	36	74	53	57	68	93	61
Cc1c2ccncc2c(C)c2c1c1ccccc1n2CCCCCC(=O)O	78	86	88	87	81	89	113	74
COc1ccc(-c2nc3ncccn3c2-c2nc3ccc(C)cc3[nH]2)cc1	91	.	115	90	136	106	100	98
CCOC(=O)C1=C(C)NC(=O)NC1c1c(Cl)n(-c2ccccc2)c2ccccc12 (stereo not drawn)	88	58	76	90	81	70	94	89
Cc1nn(-c2ccccc2)c(N(C)Cc2ccccc2)c1C1CC(c2ccc(F)cc2)=NN1c1cc(Cl)cc(Cl)c1 (stereo not drawn)	93	104	.	81	94	109	103	105
CCCCCCCCCCCC/C=C\C1CC(=O)OC1=O (stereo not drawn)	100	111	107	91	118	99	118	101
CCCCCCOS(=O)(=O)c1ccc(C)cc1	89	.	.	89	105	100	120	96
NNC(=O)COc1ccc(-c2nc3ccccc3[nH]2)cc1	86	90	93	83	77	94	100	83
Cc1cc[n+](CC(=O)c2cccc3ccccc23)cc1	93	90	107	99	129	86	101	103
Cn1ccc2c3c(ccc21)CC3=O	107	106	121	105	103	106	112	119
c1cc(CNCCNCc2ccncc2)ccn1	100	104	113	91	104	117	101	.
Cc1ccc(S(=O)(=O)N2C/C(=C\c3c(Cl)cccc3Cl)C(=O)/C(=C/c3c(Cl)cccc3Cl)C2)cc1	65	90	101	94	64	101	101	79
CC(Oc1ccccc1)C(=O)O (stereo not drawn)	97	105	94	114	111	100	102	98
Cc1ccc(C2=C(c3ccc(C)cc3)CS(=O)(=O)C2)cc1	104	101	104	73	89	.	109	91
COc1ccc(Oc2ccc(C3CC(c4ccc(OC)c(OC)c4)=NN3C(C)=O)cc2)cc1 (stereo not drawn)	84	58	83	56	74	79	99	82
COn1nnc2c(Cl)c3[nH]ccc(=O)c3cc21	76	.	89	98	98	115	145	90
O=C(NCC1CC1)c1cccs1	96	112	108	98	128	101	110	97
C#CCn1c(C)cc(C)c(C#N)c1=O	92	132	103	101	101	98	109	.
CCCCOC(=O)C1OC(Oc2ccc3c(C)cc(=O)oc3c2)[C@@H](OC(C)=O)C(OC(C)=O)C1OC(C)=O (stereo partly drawn)	91	101	101	.	104	103	108	94
Nc1cccc(-c2nc3sccn3c2-c2ccnc(NCCCNS(=O)(=O)c3cccc4ccccc34)n2)c1	25	18	45	-2.4*	39	7.7*	65	9.9*
Cc1ccc2c(c1)nc1c3ccccc3nc(-c3ccccc3N)n21	102	107	101	91	91	94	111	107

Some of the entries so far, in markdown:
| Compound | MCF7 | MDA-MB-468 | HS 578T | T-47D | MDA-MB-231 | BT-549 | SK-MEL-28 | LOX IMVI |
| --- | --- | --- | --- | --- | --- | --- | --- | --- |
| CC(=O)C(C)(CCC(=O)O)CCC(=O)O | 92 | 95 | 96 | 105 | 108 | 110 | 112 | 98 |
| Cc1ccc2nc(-c3ccc(-c4nnc(SCC(=O)Nc5ccc(C(=O)/C=C/c6ccccc6)cc5)o4)cc3)[nH]c2c1 | 89 | 104 | 109 | 112 | 100 | 101 | 109 | 84 |
| COc1cc(/C=N/Nc2ncc(-c3cc4cc5c(cc4o3)OCO5)s2)cc(OC)c1OC | 53 | 25 | 90 | 46 | 47 | 15 | 61 | 36 |
| N=C(N)c1ccc(-c2ccc(-c3ccc(Cl)cc3)o2)nc1 | -81* | -89* | -57* | -75* | -90* | -88* | -94* | -90* |
| O=C(Cn1nc(N2CCCCC2)ccc1=O)N1CCOCC1 | 89 | 98 | 115 | . | 95 | 105 | 108 | 97 |
| Cc1ccc2cccc(N)c2n1 | 100 | 97 | 105 | 89 | 80 | 102 | 118 | 88 |
| CC(=O)OCC1O[C@@H](OC(C)=O)[C@@H](NC(=O)NS(=O)(=O)c2ccccc2Cl)C(OC(C)=O)[C@@H]1OC(C)=O (stereo partly drawn) | 93 | 103 | 113 | . | 115 | 107 | 106 | 97 |
| CN(C)Cc1ccc(C(=O)Nc2ccc3ncnc(Nc4ccc(Oc5cccc(F)c5)c(Cl)c4)c3c2)cc1 | -62* | -63* | -12* | 10 | -74* | 80 | -89* | -96* |
| c1ccc(Cn2cnc3ccc(-c4nc(-c5cccc6ccccc56)cn5ccnc45)cc32)cc1 | 71 | 104 | 94 | 26 | 71 | 102 | 114 | 84 |
| CCCN1CCN(CCCO)CC1C (stereo not drawn) | 108 | 104 | 113 | 96 | 89 | 114 | 102 | . |
| O=C(/C=C/c1ccc2c(c1)OCO2)c1c(O)c2ccccc2oc1=O | 89 | 133 | . | 89 | 103 | 96 | 112 | 95 |
| Clc1cc(Cl)c2ccc3c(Cl)cc(Cl)c4ccc1c2c43 | 99 | 104 | 97 | 101 | 97 | 89 | 115 | 85 |
| O=C1C2CCCN2C(=O)c2ccccc2N1Cc1cn(-c2ccccc2Cl)nn1 (stereo not drawn) | 99 | 109 | 94 | 109 | 109 | 115 | 106 | 99 |

(continued)
SMILES	MCF7	MDA-MB-468	HS 578T	T-47D	MDA-MB-231	BT-549	SK-MEL-28	LOX IMVI
Cc1ccc(S(=O)(=O)C/C(=N\Nc2ccc(S(N)(=O)=O)cc2)c2cc3ccccc3o2)cc1	91	106	101	84	96	94	102	99
Oc1c(CNC2CCCCC2)cc(CNC2CCCCC2)cc1CNC1CCCCC1	106	72	94	101	69	99	111	87
Oc1ccccc1C=NCc1ccccc1	94	112	122	97	103	101	116	98
Fc1ccc(Nc2ncnc3ccc(-c4cnc5[nH]ccc5c4)cc23)cc1Cl	9.3*	-30*	-13*	-35*	-17*	20	57	-44*
CN1CCN(c2ccc(Nc3nc(NCCNS(=O)(=O)c4cccc(F)c4)c4sccc4n3)cc2)CC1	89	75	94	98	97	111	99	106
COc1ccc2c(c1)O/C(=C/c1ccc(OCC(=O)Nc3ccc(S(=O)(=O)N=C(N)N)cc3)cc1)C2=O	100	100	102	116	102	82	113	103
Oc1ccc(Nc2ncnc3c2sc2ncccc23)cc1	19	21	83	51	64	47	66	8.5*
Oc1c(Cl)c(Cl)c2ncccc2c1Cl	113	114	97	108	105	109	122	101
CCOC(=O)c1c[nH]c2c(Cl)c3nnn(OCC)c3cc2c1=O	92	.	123	102	98	116	137	108
N#CC1(c2ccccc2)CCCC1(C#N)c1ccccc1 (stereo not drawn)	105	92	93	106	106	91	100	94
Cc1cccc(NC(=O)[C@@H]2c3ccccc3C(=O)N(c3ccc(O)cc3)[C@H]2c2ccc(O)cc2)n1	99	86	96	82	93	97	101	100
CCn1c(=O)c(C(=O)NCCCO)c(O)c2ccccc21	95	112	92	106	106	150	118	98
O=C(N/N=C/c1ccc([N+](=O)[O-])cc1)c1ccc(Br)o1	71	.	127	131	113	109	110	98
N=C(N)SC1c2ccccc2-c2ccc([N+](=O)[O-])cc21 (stereo not drawn)	70	88	107	69	95	.	94	97
Cc1c(O)cccc1[N+](=O)[O-]	96	103	99	107	96	104	110	95
Cc1ccc(-c2csc(N/N=C/c3cccs3)n2)cc1	71	65	105	73	93	112	102	95
Cc1ccc(NC(=O)NS(=O)(=O)c2c[nH]c(=S)[nH]c2=O)cc1	93	120	102	94	98	101	104	97
O=C1CCC(=O)N1Br	102	113	107	120	101	67	112	94
CCN1CCCC(Sc2nc3c([nH]2)c(=S)n(C)c(=O)n3C)C1 (stereo not drawn)	96	101	129	108	99	112	111	97
O=C(Nc1cccnc1)c1noc2ccccc12	87	110	103	84	104	102	112	102
COc1ccc(OC)c(NC2=C(SCCc3ccccc3)C(=O)c3ccccc3C2=O)c1	70	66	71	71	63	80	108	66
O=C(O)CCNC(=O)CCc1nc2c(=O)[nH]c(=S)[nH]c2[nH]c1=O	90	89	102	98	104	105	103	100
c1ccc(-c2nc(-c3nc4ccccc4s3)[nH]c2-c2ccccc2)cc1	38	49	71	25	65	88	72	44
O=C(Nc1ccc2[nH]c3ccccc3c2c1)c1ccccc1Cl	22	45	71	44	40	61	58	34
CCCCCCCCSC(=N)N	98&90	83&98	88&110	71&81	62&84	93&95	104&102	90&95
Cc1ccc(C2CC(c3ccc(NC(=S)Nc4ccccc4)cc3)=NN2c2ccc(S(C)(=O)=O)cc2)cc1 (stereo not drawn)	96	100	104	86	107	114	107	100
CC(C)CCNC(=O)[C@@H](CC(C)C)n1cccc(NC(=O)OCc2ccccc2)c1=O	88	.	103	89	103	96	89	90
COc1ccc(C(=O)/C=C/c2cccc([N+](=O)[O-])c2)cc1S(N)(=O)=O	74	104	102	98	101	.	113	92
CC(C)(C=O)CCC#N	97	94	106	99	97	91	112	85
Nc1nc(Cl)c2ncn(Cc3cc4c(cc3I)OCO4)c2n1	19	8.0*	81	31	41	.	88	12
O=S1(=O)CC(O)C1	96	107	117	101	111	112	101	112
Cc1ccc2nc(Cl)c(Cn3nnnc3SCc3ccccc3)cc2c1	88	90	83	85	88	92	107	87
CCCCCCCCn1ccc2cc(NC(=O)CN3CCN(c4nc(C)cc(Cl)n4)CC3)ccc21	78	93	90	83	107	101	98	100
NC(N)=Nc1nc2ccccc2[nH]1	103	115	112	97	108	.	110	108
Cc1ccc(C(=O)/C=C/c2ccc(Oc3ccc(Br)cc3)cc2)cc1	70	101	103	81	102	101	104	.
O=C(CSc1nc2sc3c(c2c(=O)n1-c1ccc(Cl)cc1)CCCC3)NN1C(=O)c2ccccc2C1=O	93	124	114	97	99	105	109	106
O=C1CCC(=O)N1CCO	99	106	151	102	107	.	114	99
C=CCN1C(=O)CN(Cc2ccc(C(=O)NO)cc2)C(=O)C1Cc1ccccc1 (stereo not drawn)	90	97	94	77	103	96	100	94
N#CC(Cc1ccccc1)C(N)=O (stereo not drawn)	99	107	104	92	98	105	106	99
O=[N+]([O-])c1ccc(Oc2nc(Nc3ccc(O[C@H]4CO[C@H]5[C@@H]4OC[C@@H]5O)c(Cl)c3)ncc2F)c(Cl)c1	21	16	-2.7*	12	27	32	32	17
COc1ccc(OC)c(/C=C/c2nc(SCc3ccccc3)n(-c3ccccc3)n2)c1	95	107	133	99	100	120	117	104
N#Cc1c(N)nc2c(nnn2-c2ccc(F)cc2)c1N	81	97	85	74	94	95	118	104
Cc1ccc(C)c2c1sc1nc(Oc3ccc(Cl)cc3)c(C#N)c(=N)n12	90	111	79	96	91	97	108	89
CC(C)(C(N)=O)N1CCN(c2ccccc2Cl)CC1	93	98	95	100	100	.	110	99
CCC(CC)COC(=O)c1ccccc1Cl	102	100	100	.	115	115	118	98
COC(=O)c1cc(-c2cccs2)c(C#N)c(N)c1C#N	68	81	102	69	94	107	114	99
Cc1ccc(/C=C/C(=O)c2cccc(NC(=O)CSc3nc4ccccc4c(=O)n3-c3ccccc3)c2)cc1	51	94	83	84	92	120	103	83
Cn1cc(NC(=O)c2cc(NC(=O)c3ccc(/C=C/c4ccccc4)cc3)cn2C)cc1C(=O)NCCCN1CCOCC1	-85*	-61*	65	46	-20*	72	32	-97*
CC1(C)CC[C@]2(C(=O)NCc3cn(-c4ccc(F)cc4)nn3)CC[C@]3(C)C(=CC[C@@H]4[C@@]5(C)Cc6c([nH]c7ccccc67)C(C)(C)[C@@H]5CC[C@]43C)[C@@H]2C1	81	102	98	89	85	94	96	84
O=C1C(Cl)=C(NCc2ccccc2)C(=O)c2ccccc21	75	49	97	51	72	79	105	67
CCOC(=O)c1[nH]c(C(=O)O)c(OC(=O)CC)c1C	88	.	98	92	100	100	101	95
CC(=O)N1N=C(c2ccc(Br)cc2)CC1c1cn(-c2ccccc2)nc1-c1ccc(Cl)cc1 (stereo not drawn)	87	.	120	95	107	90	112	95
